# HP1b binding inh: blocks HP1-beta chromodomain binding to methylated histone tails | Potency, µM (titrated, usually from 114 µM), for inactives: at the top dose activity change, negative = inhibition, actives largely listed as inhibitors | AlphaScreen HP1-beta / biotin-H3K9me3 peptide binding | actives 0.56% (n = 390,000); further: potency means the concentration at half of the fitted maximal effect; nearly all actives have a fitted effect of over 70% in size; inactives centre near 23
# Target sequence (P83916 whole entry, looked up): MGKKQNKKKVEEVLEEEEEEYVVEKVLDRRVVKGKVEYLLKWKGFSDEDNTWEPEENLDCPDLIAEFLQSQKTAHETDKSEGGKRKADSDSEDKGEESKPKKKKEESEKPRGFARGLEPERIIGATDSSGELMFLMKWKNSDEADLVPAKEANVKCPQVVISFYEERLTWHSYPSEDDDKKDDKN
#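 AlphaScreen: HP1-beta (50 nM) preformed 30 min with biotin-H3(1-18)K9me3 peptide (50 nM) in PBS pH 7.4, 0.01% Tween-20. Compound added for 30 min at RT, then streptavidin donor/nickel chelate acceptor beads (10 ug/mL) for 30 min.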
# IDH1 R132H inh: blocks human mutant IDH1 R132H enzyme; O75874; IDH1-R132H enzyme, NADPH consumption, diaphorase/resazurin fluorescence; Potency, µM (doses to about 76.6 µM), for inactives: at the highest dose activity change, negative = inhibition, hits mostly inhibitors; actives 0.093% (n = 390,000); AID 602179; further: potency means the concentration at half of the fitted maximal effect; on the % scale 0 is the no-effect control and ±100 the full control effect; nearly all actives have a fitted effect of over 65% in size
# Target sequence (O75874 whole entry R132H, stated change not applied): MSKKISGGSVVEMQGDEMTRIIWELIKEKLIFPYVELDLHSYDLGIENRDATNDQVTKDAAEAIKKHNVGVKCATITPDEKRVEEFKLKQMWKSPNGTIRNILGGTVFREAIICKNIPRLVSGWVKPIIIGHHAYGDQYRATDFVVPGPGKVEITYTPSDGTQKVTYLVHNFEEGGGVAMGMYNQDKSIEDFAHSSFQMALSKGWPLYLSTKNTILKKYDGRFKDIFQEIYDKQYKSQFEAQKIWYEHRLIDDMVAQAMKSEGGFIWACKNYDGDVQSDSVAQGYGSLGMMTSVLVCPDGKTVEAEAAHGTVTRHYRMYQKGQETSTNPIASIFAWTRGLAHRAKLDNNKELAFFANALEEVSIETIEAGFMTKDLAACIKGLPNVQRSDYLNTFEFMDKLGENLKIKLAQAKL
#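 IDH1-R132H (0.5 ug/mL) preincubated 30 min with compound, then NADPH (0.016 mM) and alpha-KG (2 mM) added; 80 min at RT, pH 7.5. Remaining NADPH coupled via diaphorase/resazurin to fluorescence (540/590 nm); concentration-response curves normalized to no-enzyme control.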
# PI4K2A inh: blocks human PI4K2A kinase activity. actives 0.13% (n = 420,000). activity change, negative = inhibition, % at 76.9 µM. AID 1346378. purified PI4K2A, ADP-Glo luminescence, 1 h; stronger effect = lower value; in the data active means activity change below about -50%; inconclusive means mostly about -30% to -49%;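 further: -100% = wells without enzyme as full effect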
#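 In this quantitative HTS, ADP production by PI4K2A was quantified luminescently after 1 h at ambient temperature; 100 microM adenosine served as plate-quality control.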
# rTrxR1 inhibitor: inhibitors of rat thioredoxin reductase 1; O89049; recombinant rTrxR1, NADPH fluorescence consumption, selenite substrate; Potency, µM (doses to about 114 µM), without a hit: at the highest dose activity change, negative = inhibition, most hits filed as inhibitors; actives 1% (n = 390,000); AID 588453; further: potency means the concentration at half of the fitted maximal effect; on the % scale 0 is the no-effect control and ±100 the full control effect; nearly all actives have a fitted effect of over 65% in size
#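 Rat TrxR1 (90 nM in the dispensed reagent) was pre-reduced with 400 uM NADPH for 5 min at room temperature, then incubated with compound for 15 min. After 400 uM selenite was added, NADPH fluorescence (Ex 340/Em 450 nm) was followed for 8 min.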
# TrxR1 substrate: is turned over as a substrate by rat TrxR1 | O89049 | purified TrxR1 substrate turnover, NADPH consumption readout | Potency, µM (titrated, usually from 114 µM), inactives show at the top dose activity change, negative = substrate turnover | actives 0.01% (n = 390,000) | AID 588456; further: potency means the concentration at half of the fitted maximal effect; on the % scale 0 is the no-effect control and ±100 the full control effect; nearly all actives have a fitted effect of over 50% in size
#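 Rat TrxR1, dispensed at 90 nM, was prereduced with 400 uM NADPH (final) for 5 min at ~22 deg C, then incubated with compound 15 min before 400 uM selenite. A first-read NADPH fluorescence drop versus no-compound background flagged substrates.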
# Pin1 inhibitor: blocks the human prolyl isomerase Pin1. Pin1 FP peptide displacement, HiFluor488, 10 min. Potency, µM (highest dose often 115 µM), for inactives: at the top dose activity, negative = inhibition, usual class: inhibitors. actives 0.009% (n = 390,000). AID 504891; active means well fitted inhibition curve with a large enough effect in the polarisation, with a control signal flat, not every such curve was filed as active; inconclusive means small, poorly fitted or top-dose-only effect, or effect the other way, or a change in a side signal; inactive means no such curve, though single readings can be large or run the other way; the % refers to the polarisation; further: potency means the concentration at half of the fitted maximal effect; on the % scale 0 is the no-effect control and ±100 the full control effect
# GLS inh: glutaminase GLS (human) inhibition. O94925. GLS enzymatic activity, qHTS titration. Potency, µM (titrated, usually from 45.5 µM), without a hit: at the top dose activity change, negative = inhibition, hits mostly inhibitors. actives 0.21% (n = 410,000); further: potency means the concentration at half of the fitted maximal effect; on the % scale 0 is the no-effect control and ±100 the full control effect
#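 hKGA; 45 mM KH2PO4 pH 8.2 + 0.02% Tween-20; cpd via pin tool; 1 mM Gln soln; GluOx/HRP/Amplex Red; RT 30 min; fluor. t0 & final.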
# USP1 inh: inhibitors of human USP1/UAF1 deubiquitinase; AID 743255; Potency, µM (series often up to 57.1 µM), inactives show top-dose activity change, negative = inhibition, usual class: inhibitors; recombinant USP1/UAF1, Ub-Rhodamine cleavage fluorescence; actives 0.23% (n = 390,000); further: potency means the concentration at half of the fitted maximal effect; on the % scale 0 is the no-effect control and ±100 the full control effect; nearly all actives have a fitted effect of over 60% in size; inactives centre near -12
#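 USP1/UAF1 complex (1 nM) preincubated 15 min at room temperature with compound, then Ub-Rho substrate (150 nM final) added. Kinetic fluorescence at 480/540 nm over 6 reads at 60 s intervals; 50 mM HEPES pH 7.8, 0.5 mM EDTA, 0.1 mg/ml BSA, 1 mM TCEP, 0.01% Tween-20.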
# Tb PGK inh: inhibitors of T. brucei phosphoglycerate kinase; actives 0.043% (n = 380,000); P07378; Potency, µM (series often up to 57.5 µM), for the others: at the top dose activity change, negative = inhibition, actives largely listed as inhibitors; PGK/GAPDH coupled, Kinase-Glo luminescence, 60 min; further: potency means the concentration at half of the fitted maximal effect; on the % scale 0 is the no-effect control and ±100 the full control effect; nearly all actives have a fitted effect of over 60% in size
# Target sequence (P07378 whole entry, looked up): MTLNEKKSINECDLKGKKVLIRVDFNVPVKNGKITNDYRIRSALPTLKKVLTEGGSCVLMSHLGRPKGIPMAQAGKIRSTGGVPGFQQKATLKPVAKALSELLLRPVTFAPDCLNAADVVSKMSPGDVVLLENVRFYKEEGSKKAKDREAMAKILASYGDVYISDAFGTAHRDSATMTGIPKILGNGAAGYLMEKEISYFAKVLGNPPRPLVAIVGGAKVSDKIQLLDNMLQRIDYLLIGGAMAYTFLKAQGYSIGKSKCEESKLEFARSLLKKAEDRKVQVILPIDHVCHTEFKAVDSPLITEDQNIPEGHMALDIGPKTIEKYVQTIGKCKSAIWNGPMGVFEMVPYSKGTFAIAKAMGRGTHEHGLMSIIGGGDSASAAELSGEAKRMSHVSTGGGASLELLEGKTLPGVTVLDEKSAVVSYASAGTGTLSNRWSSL
#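 Recombinant glycosomal PGK reaction used 1,3-bisphosphoglycerate generated in-well by GAPDH (100nM final) in 100mM TEA pH 7.6, 5mM MgCl2, 0.01% Tween-20. After 60 minutes at room temperature, ATP was read by Kinase-Glo Plus luminescence end-point.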
# An asterisk follows results filed as active; i = inactive; u = inconclusive; x = not tested or not shown; & = joins results of further samples; [ ] = remark or other dose. Unless noted, the call rests on the fitted dose curve; in most records, active means well fitted curve in the direction sought with a large enough effect; inconclusive means small, poorly fitted or top-dose-only effect, or another doubt; inactive means no such curve, though single readings can be large; an effect the other way counts as inactive or inconclusive. Not all compounds are listed. The share of hits here may be higher or lower than overall.
SMILES,HP1b binding inh,IDH1 R132H inh,PI4K2A inh,rTrxR1 inhibitor,TrxR1 substrate,Pin1 inhibitor,GLS inh,USP1 inh,Tb PGK inh
COc1ccc2[nH]c3c(=O)n(/N=C/c4ccc(OC)c(CN5CCCC5)c4)c(C)nc3c2c1,-11%,0%,-2,7%,12%,11%,-1%,-22%,-10%
CC(=O)C(Cc1ccccc1)NC(=O)CN1c2cccc3cccc(c23)S1(=O)=O (stereo unspecified),8%,8%,0,-14%,1%,-1%,3%,1%,-6%
Cc1ccc(S(=O)(=O)Nc2ccc3c(c2)C(=O)N([C@H](C)CO)C[C@H](C)[C@@H](CN(C)C(=O)Nc2ccc4c(c2)OCO4)O3)cc1,8%,-3%,0,12%[57.1 µM],9%[57.1 µM],-1%,11%,-17%,-8%
O=S(=O)(Cc1ccccc1)Nc1cccc(F)c1,23%,0%,14,8%,-6%,-3%,9%,-1%,0%
CCN(c1cccc(C)c1)S(=O)(=O)c1ccc2[nH]c(=O)c(=O)[nH]c2c1,27%,2%,4,18%,5%,2%,4%,-13%,5%
COC(=O)c1c(C(=O)OC)c(-c2ccc(OC)cc2)n2c1CCC2,9%,2%,-1,3%,-4%,7%,1%,-10%,x
c1csc(-c2noc(CN3CCc4sccc4C3)n2)c1,49%[activator],16%,1,15%,5%,0%,-2%,-23%,-7%
NC1=NS(=O)(=O)NC1c1ccc(F)cc1 (stereo unspecified),17%,20%,3,3%[57.1 µM],-2%[57.1 µM],5%,0%,-20%,3%
COc1cccc(CNc2nc3nc(C)cc(C)n3n2)c1,38%,6%,1,38%[57.1 µM],39%[57.1 µM],-2%,1%,-13%,i
Cc1ccc(S(=O)(=O)N2CCOCC2)cc1NC(=O)COC(=O)c1ccccc1OCc1c(C)noc1C,15%,2%,5,-7%,-7%,3%,5%,-7%,-7%
Cc1ccc(NC(=O)Cn2ccc(=O)[nH]c2=O)cc1,23%,10%,3,12%,4%,-8%,5%,-21%,6%
Cc1ccc(S(=O)(=O)c2nnn3c2nc(N2CCC(C)CC2)c2cc(Cl)ccc23)cc1C,34%,-13%,0,-1%,21%,4%,-1%,u,10%

# 3 entries from above, ordered by SMILES length, lowest first.
SMILES,HP1b binding inh,IDH1 R132H inh,PI4K2A inh,rTrxR1 inhibitor,TrxR1 substrate,Pin1 inhibitor,GLS inh,USP1 inh,Tb PGK inh
COc1cccc(CNc2nc3nc(C)cc(C)n3n2)c1,38%,6%,1,38%[57.1 µM],39%[57.1 µM],-2%,1%,-13%,i
COC(=O)c1c(C(=O)OC)c(-c2ccc(OC)cc2)n2c1CCC2,9%,2%,-1,3%,-4%,7%,1%,-10%,x
CC(=O)C(Cc1ccccc1)NC(=O)CN1c2cccc3cccc(c23)S1(=O)=O (stereo unspecified),8%,8%,0,-14%,1%,-1%,3%,1%,-6%

# Continued.
SMILES,HP1b binding inh,IDH1 R132H inh,PI4K2A inh,rTrxR1 inhibitor,TrxR1 substrate,Pin1 inhibitor,GLS inh,USP1 inh,Tb PGK inh
O=C(NCc1cccs1)c1cc(-c2ccccc2)nc2ccccc12,35%,2%,2,-8%,-7%,0%,-2%,-18%,-1%
CC(C)c1ccc(NC(=O)c2cc(S(=O)(=O)N(C)C3CCCCC3)ccc2F)cc1,41%[activator],20%,2,22%[57.1 µM],-4%[57.1 µM],1%,2%,-23%,-4%
COCCn1c(C)cc(O)c(C(c2ccccc2)N2CCN(c3ccccc3F)CC2)c1=O (stereo unspecified),32%[57 µM],-4%,1,u,6%[57.1 µM],4%,6%,3%,-3%
CC(=O)/C(=N\Nc1ccccc1)Sc1cccc2cccnc12,-7%,-3%,-3,18%[57.1 µM],-11%,6%,-14%,-9%,-3%
CCCN(CC(=O)Nc1ccc(Cl)cc1Cl)C(=O)/C=C/c1cccc([N+](=O)[O-])c1,13%,0%,3,-9%,-16%,23%,2%,-13%,-1%
CN(c1ccccc1)S(=O)(=O)c1cccc(C(=O)Nc2cccc(C(=O)NC3CC3)c2)c1,4%,-4%,-2,10%,0%,-12%,7%,-21%,i
CCC(=O)N(Cc1cc2ccc(C)cc2n2nnnc12)C1CCCCC1,-3%,4%,6,4%,-9%,u,-4%,-17%,6%
S=c1[nH]nc(-c2ccc(Br)cc2)n1-c1ccc(Br)cc1,20%,-5%,-2,-21%,0%,0%,u,-8%,9%
CC(Nc1ccccc1)c1cccnc1 (stereo unspecified),44%[activator],-4%,10,10%,1%,1%,24%,-25%,6%
O=C(Nc1ncnc2sc3c(c12)CCCCC3)c1ccco1,-10%,3%,-11,6%,13%,-1%,1%,-16%,-9%
COc1ccc(C2=NN(C(=S)Nc3ccccc3)C(c3ccccc3)C2)cc1 (stereo unspecified),11%,5%,2,-3%,-8%,15%,1%,-12%,-6%
O=C(CN1C(=O)c2ccccc2C1=O)OCC(=O)N1CCN(c2ccccc2)CC1,15%,1%,-1,13%,-2%,4%,16%,-9%,-6%
CC(C)OC(=O)CSc1nnc(-c2ccco2)n1N,27%,7%,0,3%,-6%,0%,6%,0%,5%
COc1ccc(S(=O)(=O)N2CCOCC2)cc1NC(=O)c1ccccc1C,38%,-9%,-9,8%,-6%,1%,8%,-7%,-4%
O=C(CS(=O)(=O)c1ccc(F)cc1)Nc1nnc(-c2cccs2)o1,24%,0%,-1,1%[57.1 µM],2%[57.1 µM],1%,-2%,-15%,5%
O=C(Cc1ccc([N+](=O)[O-])cc1)Nc1ccc2c(c1)C(=O)NC2=O,24%,1%,-2,30%,13%[57.1 µM],-3%,-1%,3%,3%
COc1ccc(C(=O)Nc2ccc(Cl)cc2C(=O)NCc2ccco2)cc1,28%,3%,2,4%,41%[activator],-7%,-1%,-20%,-4%
Cc1cc(C)cc(NC(=S)N2CCC(NC(=O)C3CC3)CC2)c1,10%,-2%,2,-3%,-6%,-7%,4%,-2%,0%
COc1cc(OC)c(NC2=CC(=O)C(=O)c3ccccc32)cc1Cl,u,9%,-5,-6%[57.1 µM],-8%[57.1 µM],1%,24%,18µM*,-11%
Cn1c(=O)c2c(nc(CN3CCN(C(=O)c4ccco4)CC3)n2Cc2cccc(Cl)c2)n(C)c1=O,35%,0%,4,-3%,6%,-10%,-3%,-19%,i
CCn1c(SCC(=O)N2CCCC2)nnc1-c1ccc(S(=O)(=O)N2CCCCCC2)cc1,25%,1%,-1,0%,7%,4%,5%,-20%,-3%
CC(C)Cc1nnc(NC(=O)CCC(=O)NC2CC2)s1,36%,0%,-4,18%,3%,0%,-9%,-21%,-7%
O=C(N/N=C/C(Br)=C/c1ccccc1)c1ccncc1,0%,-2%,-4,-2%,-3%,5%,2%,-4%,-7%
Cc1cc(NC(=O)CSc2nnc(C3CC3)n2-c2ccccc2)no1,1%,-6%,1,-2%[57.1 µM],3%[57.1 µM],0%,12%,0%,-1%
COc1ccc(C(C)=O)cc1COc1cc(C)c(Cl)c(C)c1,31%[activator],0%,4,30%,-5%,1%,0%,-12%,-13%
Cc1cc(C)cc(N(C(=O)c2nsc(Cl)c2Cl)C(C(=O)NC2CCCC2)c2ccc(O)cc2)c1 (stereo unspecified),16%,-17%,-2,13%,-9%,6%,2%,-17%,-5%
CC(C)c1ccc(C(=O)NCCCN2CCOCC2)cc1,16%,-10%,2,20%,3%,-4%,-8%,-18%,-4%
COc1ccc(-c2coc3c(C)c4oc(=O)c(CC(=O)O)c(C)c4cc23)cc1,5%,7%,-5,17%[57.1 µM],9%[57.1 µM],4%,u,-8%,0%
Cc1ccccc1C(=O)c1cccn1CC(=O)NC(C)CCc1ccccc1 (stereo unspecified),37%,8%,-1,4%,-4%,-5%,5%,-12%,2%
O=C(Nc1ccccc1)C1CC(O)CN1S(=O)(=O)c1ccc([N+](=O)[O-])cc1 (stereo unspecified),14%,-10%,-4,32%,6%,-3%,-6%,-32%,-9%
O=C(Nc1ccc(F)c(Cl)c1)Nc1ccc(Cl)cn1,17%,7%,6,31%[activator],-3%,6%,-14%,-11%,x
CCN(CC(=O)NCc1ccc(Cl)cc1)Cc1cc(=O)n2ccsc2n1,25%,3%,-22,16%[57.1 µM],7%[57.1 µM],-8%,u,-15%,6%
O=C(NCCO)c1cc2ccccc2c(=O)s1,46%[activator],2%,47,-14%,-12%,-2%,-2%,-7%,-5%
COc1cccc(C(=O)/C=C/Nc2ccc(S(=O)(=O)Nc3cc(OC)nc(OC)n3)cc2)c1,16%,1%,-1,-7%,-6%,2%,-9%,-11%,-10%
O=C(Nc1ccccc1F)C1CCCC1,21%,0%,6,7%[57.1 µM],-1%[57.1 µM],-3%,1%,-7%,i
CCOc1ccc(NC(=O)CSc2nc3ccsc3c(=O)n2CCCCCC(=O)O)cc1,54%[activator],0%&-11%,2&3,1%[57.1 µM],-1%[57.1 µM],-5%,5%&-3%,-4%&-18%,i
Cc1ccc(N2CC(C(=O)NCc3ccc4c(c3)OCO4)CC2=O)cc1C (stereo unspecified),50%[activator],-1%,2,-18%,-11%,0%,2%,3%,-3%
COc1ccc(-c2c(C)cc3oc(=O)cc(-c4ccccc4)c3c2C)cc1,62%[activator],7%,1,21%,5%,6%,-6%,-29%,-4%
O/N=C(\c1ccccc1)c1nccc2ccccc12,8%[57 µM],5%,-5,16%,4%,-3%,5%,-20%,-3%

# Screening results: PubChem BioAssay, National Center for Advancing Translational Sciences (NCATS)
